From PubChem
STEP inh – STEP phosphatase inhibitors, primary screen, biochemical, fluorescence intensity, uHTS; inhibition, % at 20 µM; recombinant STEP, OMFP fluorogenic substrate; 360,000 compounds, 0.25% hits; Tyrosine-protein phosphatase non-receptor type 5 (Homo sapiens), P54829; AID 588621, 2011;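 active = inhibition at 20 µM, scaled per plate between control wells, above about 37%, limit read from the data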;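 note: 0% = DMSO with enzyme and substrate and 100% = substrate only without enzyme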
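Also added – OMFP at 25 µM · Test system – STEP tyrosine phosphatase · Technique – FITC-channel fluorescence of OMFP product · Schedule – 20 min at room temperature, dark · Evaluation – control-normalized % inhibition with plate pattern correction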
MsrA inhibitor – bovine MsrA enzyme inhibitors, primary screen, biochemical, absorbance, HTS | Methionine sulfoxide reductase A (Bos taurus) | AID 651718, 2012 | purified bovine MsrA, absorbance read-out | 360,000 compounds, 0.75% hits | inhibition, % at 15.5 µM; in the data active = inhibition above about 4.5%;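 note: 0% = vehicle wells with enzyme and 100% = reference inhibitor wells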
eLon inh – inhibitors of E. coli Lon protease, primary screen, biochemical, fluorescence polarization; P0A9M0; purified E. coli Lon protease; inhibition, % at 7.94 µM; 360,000 compounds, 0.42% hits; AID 602123, 2011; in the data active = inhibition above about 13%, passing the limit was not always enough;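 note: 0% = enzyme with probe and DMSO and 100% = no enzyme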
Scp1 inh – Scp-1 phosphatase inhibitors, primary screen, biochemical, colorimetric, uHTS | 340,000 compounds, 0.88% hits | Carboxy-terminal domain RNA polymerase II polypeptide A small phosphatase 1 (Homo … | Recombinant Scp1, phosphopeptide, malachite green phosphate absorbance | inhibition, % at 20 µM | AID 493091, 2011;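 active = inhibition above about 50% at 20 µM, limit read from the data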;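 note: plate controls were DMSO wells with enzyme for no effect and wells lacking enzyme for full effect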
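Times: enzyme reaction 45 min at room temperature, colour 5 min, stabilisation 30 min. Material: SCP-1 catalytic fragment, aa 76-261. Medium: Acidic Tris acetate buffer with magnesium and detergent. Signal: colorimetric free-phosphate detection, absorbance 630 nm. Read-out basis: % inhibition of SCP-1 phosphate liberation. Reagent: Phosphorylated 17-residue peptide substrate.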
SUMO1-SIM PPI – modulators of SUMO1 protein-protein interactions, primary screen, biochemical, uHTS; Small ubiquitin-related modifier 1 (Homo sapiens), P63165; SUMO1 binding to a labelled peptide, TR-FRET, 1 h; inhibition, % at 20 µM; 360,000 compounds, 0.33% hits; in the data active = inhibition above about 37%
Target sequence (P63165 whole entry, looked up): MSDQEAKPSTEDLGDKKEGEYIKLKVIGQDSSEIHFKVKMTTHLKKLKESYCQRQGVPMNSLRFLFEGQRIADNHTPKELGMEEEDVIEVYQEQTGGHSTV
bovine MsrA act – bovine MsrA enzyme activators, primary screen, biochemical, absorbance, HTS; activation, % at 10.6 µM; 360,000 compounds, 0.3% hits; purified bovine MsrA, absorbance read-out; Methionine sulfoxide reductase A (Bos taurus); in the data active = activation above about 7.5%;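 note: 0% = vehicle and 100% = reference activator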
LMPTP block – LMPTP phosphatase inhibitors, primary screen, biochemical, fluorescence intensity, uHTS; inhibition, % at 20 µM; recombinant LMPTP-A, OMFP fluorogenic substrate; AID 651560, 2012; Low molecular weight phosphotyrosine protein phosphatase (Homo sapiens), P24666; 360,000 compounds, 0.22% hits;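 active = compounds that cut the enzyme signal by at least half of the control window in the single-dose screen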;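 note: plate controls were DMSO wells with enzyme plus substrate for no effect and substrate without enzyme for full effect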
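Assay system: LMPTP-A enzyme. Input: 0.625 nM LMPTP-A final. Probe or stimulus: 400 µM OMFP. Compound dosing: single 20 µM dose. Schedule: 50 min dark incubation at room temperature. Detection: fluorescence intensity of OMFP turnover product. Read-out: percent inhibition versus substrate-only and uninhibited controls. Benchmarks: no-enzyme low control, uninhibited high control.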
DNMT1 block – human DNMT1 methyltransferase inhibitors, primary screen, biochemical, molecular beacon, fluorescence, HinP1I cleavage, uHTS; DNA (cytosine-5)-methyltransferase 1 (Homo sapiens), P26358; inhibition (reported as % activation of signal), % at 10 µM; 360,000 compounds, 0.83% hits; in the data active = inhibition above about 50%
TbMetRS inhib – T. brucei MetRS inhibitors, primary screen, biochemical, luminescence; methionyl-tRNA synthetase (Trypanosoma brucei brucei); purified T. brucei MetRS, ATP depletion, Kinase-Glo luminescence; inhibition, % at 11.9 µM; 360,000 compounds, 0.4% hits;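 active = inhibition above a per-plate cutoff of the control wells' mean inhibition plus 3 SD, cut at about 5.5% in these data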;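 note: 0% = DMSO wells median and 100% = median of wells with control inhibitor compound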
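technique = Kinase-Glo luminescence, ATP depletion format | system = purified MetRS (methionyl-tRNA synthetase) enzyme from Trypanosoma brucei | timing = 15 min preincubation, 2 h reaction, all 25 °C | evaluation = percent inhibition versus plate control medians | dosing = single dose, 11.9 µM final nominal, 0.9% final DMSO | also added = substrates ATP, L-methionine and bulk Escherichia coli tRNA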
NRP1-CendR mod – modulators of CendR peptide binding to NRP-1, primary screen, biochemical, fluorescence polarization, uHTS | Neuropilin-1 (Homo sapiens), O14786 | FAM-RPARPAR peptide binding to NRP-1 | inhibition, % at 25 µM | 360,000 compounds, 0.85% hits;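 active = inhibition or corrected inhibition above about 18%, plus a signal ratio from 0.5 to 1.5, limit read from the data, passing the limit was not always enough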; note: strong numbers were not always called active
Target sequence (O14786 whole entry, looked up): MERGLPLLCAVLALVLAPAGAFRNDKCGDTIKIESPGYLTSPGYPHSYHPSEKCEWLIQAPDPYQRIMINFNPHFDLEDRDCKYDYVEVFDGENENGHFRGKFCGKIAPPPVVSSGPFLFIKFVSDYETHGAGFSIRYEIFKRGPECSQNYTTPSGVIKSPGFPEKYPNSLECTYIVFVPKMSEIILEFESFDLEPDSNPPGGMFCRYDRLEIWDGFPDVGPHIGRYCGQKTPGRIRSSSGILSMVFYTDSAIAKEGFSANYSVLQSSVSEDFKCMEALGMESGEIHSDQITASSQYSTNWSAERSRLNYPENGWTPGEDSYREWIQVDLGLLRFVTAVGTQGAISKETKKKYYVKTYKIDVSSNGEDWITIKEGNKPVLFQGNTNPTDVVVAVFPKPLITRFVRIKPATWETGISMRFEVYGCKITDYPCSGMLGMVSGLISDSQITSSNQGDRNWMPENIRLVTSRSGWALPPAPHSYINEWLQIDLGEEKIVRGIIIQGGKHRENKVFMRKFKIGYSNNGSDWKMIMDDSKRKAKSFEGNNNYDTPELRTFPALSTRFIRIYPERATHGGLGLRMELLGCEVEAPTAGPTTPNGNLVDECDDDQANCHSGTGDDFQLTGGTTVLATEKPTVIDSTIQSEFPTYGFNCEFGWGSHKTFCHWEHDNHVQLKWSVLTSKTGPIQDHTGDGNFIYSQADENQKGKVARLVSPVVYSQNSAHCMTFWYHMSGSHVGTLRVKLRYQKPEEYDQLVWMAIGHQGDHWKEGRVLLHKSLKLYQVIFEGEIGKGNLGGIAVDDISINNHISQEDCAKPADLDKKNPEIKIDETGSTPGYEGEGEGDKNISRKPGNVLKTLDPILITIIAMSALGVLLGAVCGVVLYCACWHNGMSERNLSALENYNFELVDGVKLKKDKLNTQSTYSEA
The depositor's hits bear a star; / = no result given.

structure,STEP inh,MsrA inhibitor,eLon inh,Scp1 inh,SUMO1-SIM PPI,bovine MsrA act,LMPTP block,DNMT1 block,TbMetRS inhib,NRP1-CendR mod
O=C(c1ccc(-n2cccc2)cc1)N1CCCCC1,2,0.6,2,0,3,-4,-1.8,47,-0.6,-1
Cc1ccc(S(=O)(=O)CCC(=O)OCC(=O)N(C)CC(=O)Nc2ccc(F)cc2)cc1,0,-0.8,-13,-11,-4,-4,-0.3,-4,-0.2,-8
O=C(NNS(=O)(=O)c1ccccc1F)c1ccccc1-n1cccc1,-1,-0.5,6,-2,-2,-3,0.8,-1,-0.3,6
O=S(=O)(N/N=C/c1c(F)cccc1Cl)c1ccccc1,-3,-1.6,-8,-3,2,-3,-1.3,3,-0.8,-5
CCOC(=O)c1[nH]c(C)c(C(=O)NCc2ccc(OC)cc2)c1C,0,-0.3,1,-8,2,2,-0.7,-2,-1.4,-6
O=C(CCN1CCOCC1)N1CCCC(Nc2cccc(F)c2)C1 (stereo not drawn),-3,0.2,-6,-6,9,-2,0.8,0,-0.1,-3
COc1ccc(Cn2c(=O)oc3ccccc32)cc1OC,-3,1.1,0,/,2,-7,-2.9,5,-0.2,-5
CC1CCCCN1C(=O)CSc1nc2c(c(=O)n(C)c(=O)n2C)n1C (stereo not drawn),0,-0.8,-4,-4,1,-4,0.6,0,-0.3,-2
COc1nccnc1NS(=O)(=O)c1ccc(NCc2ccccc2O)cc1,2,-0.3,5,-1,11,-7,-0.8,1,-0.7,11
CCCCOC(=O)CCNc1n[nH]c(=O)[nH]c1=O,-2,1.6,-3,-11,-3,1,-1.0,-2,1.3,-2
O=C(C1CCC1)N1CCCc2cc(S(=O)(=O)N3CCN(c4ccccc4)CC3)ccc21,1,-0.3,4,-2,1,-1,3.4,1,0.0,9
Cc1cccc(C)c1NC(=O)CNC(=O)c1cccc(S(=O)(=O)NCc2cccs2)c1,5,-1.7,-2,14,5,-2,-0.1,1,0.5,6
O=C(Nc1ccncc1)c1cccc(S(=O)(=O)N2CCc3ccccc32)c1,4,0.6,0,-1,3,-9,0.0,5,-0.8,2
O=[N+]([O-])c1cccc(N/N=C/c2cccc3ccccc23)c1,-2,1.6,0,-12,-11,0,2.2,-22,0.4,2
COc1ccccc1C1c2[nH]c3ccccc3c2C[C@H]2C(=O)N(C3CCN(Cc4ccccc4)CC3)CC(=O)N12 (stereo partly drawn),-6,-2.4,-5,-4,2,-1,1.5,-19,0.0,0
O=C(NCCCN1CCOCC1)c1ccc2c(=O)n(Cc3ccc(Cl)cc3)c(=S)[nH]c2c1,8,0.5,-1,-1,-1,1,-4.4,-6,0.7,-5
CN(C)C(=O)c1cccc(-c2cc(NC=O)c3ncc(-c4ccc(F)cc4)n3c2)c1,1,0.9,-11,/,-20,-3,1.0,-1,-0.2,-38
Cc1cc(C)cc(OCC(=O)Nc2nc(-c3cccnc3)cs2)c1,35,0.1,-15,4,-3,-6,-1.5,7,-0.3,4
O=C(NCc1cccs1)c1ccc(Br)o1,-1,-2.2,-9,-5,-2,-1,0.2,-1,-0.6,-4
COc1ccc(NC(=O)CN(C)C(=O)CC2CCCCC2)cc1,-1,-0.4,-6,-2,2,-11,0.0,7,-0.4,-3
c1ccc(C[C@H]2CN=C(Nc3ccccc3)N2CCC2CCCC2)cc1,-3,0.8,-19,5,-1,-4,-1.2,9,-0.3,12
CCOC(=O)C(C)Oc1cccc2c(=O)n(CC(=O)NCc3ccc(F)cc3)ccc12 (stereo not drawn),1,2.4,-6,-6,8,-2,-1.6,8,0.3,-7
Cc1cc(C)n(S(=O)(=O)c2cccc(Cl)c2Cl)n1,0,1.0,8,-10,0,-3,-0.4,1,-0.3,-9
Cc1ccc(-c2nnn(CCOc3cccc(Br)c3)n2)cc1,-2,-0.1,0,-7,1,-5,3.7,1,-0.6,-6
COc1cccc(/C=N/NC(=O)CCn2nnc3ccccc32)c1,-3,0.4,7,-1,-5,0,-0.6,3,-0.4,-14
CCO[C@@H]1OC(C(=O)Nc2ccccc2)=C[C@H](c2ccc(Br)cc2)[C@H]1CCCO,-1,3.2,-7,-5,-3,-2,2.6,-4,-0.2,-2
COc1ccc([C@H]2N[C@]3(CCCN(Cc4ccc(F)cc4)C3=O)[C@H]3C(=O)N(Cc4ccccc4)C(=O)[C@@H]23)cc1,2,0.4,0,/,1,-1,-2.1,-1,0.4,-2
COC(=O)c1nnn(CC(=O)Nc2cccc(Cl)c2)c1C(=O)OC,-1,-0.2,0,-2,15,-1,0.3,2,0.7,-6
CCOC(=O)N1CCC(n2c(=S)[nH]c3ccccc3c2=O)CC1,-4,2.8,4,-9,-2,-4,0.6,0,-1.0,3
CC(=O)c1ccc(NC(=O)C(C)OC(=O)c2cccc(-n3cnnn3)c2)cc1 (stereo not drawn),-2,1.3,6,-1,-3,-6,0.1,-1,0.1,1
Cc1ccc(Cn2c(C(=O)NCCCN3CCOCC3)cc3sccc32)cc1,1,/,-4,0,-1,0,0.1,-14,0.2,-1
Cc1cccc(-n2c(O)c(C=Nc3cccc(O)c3)c3ccccc3c2=O)n1,0,1.1,-5,-21,-35,-4,0.4,-8,0.4,-15
CC(C)(C)c1cc(C(=O)NCc2cc(F)cc3c2OCOC3)n(Cc2ccccc2)n1,2,-0.6,7,-7,1,-1,4.2,5,-0.4,6
CCOc1ccc(N2C(=O)Cc3ccccc3C2=O)cc1,8,-0.2,4,-3,3,-1,1.9,-5,0.1,3
COC(=O)C(OC(=O)c1ccccc1)C(C)Br (stereo not drawn),-2,1.2,-12,-2,2,-1,1.4,1,-0.5,-2
Cc1cc(NC(=O)c2coc(=O)c(Br)c2)ccc1C(C)C,0,2.2,24*,-9,-15,-4,-0.4,5,-0.3,-24

Three structures already listed, ordered by molecular weight, ascending.
structure,STEP inh,MsrA inhibitor,eLon inh,Scp1 inh,SUMO1-SIM PPI,bovine MsrA act,LMPTP block,DNMT1 block,TbMetRS inhib,NRP1-CendR mod
Cc1cccc(-n2c(O)c(C=Nc3cccc(O)c3)c3ccccc3c2=O)n1,0,1.1,-5,-21,-35,-4,0.4,-8,0.4,-15
Cc1ccc(Cn2c(C(=O)NCCCN3CCOCC3)cc3sccc32)cc1,1,/,-4,0,-1,0,0.1,-14,0.2,-1
COc1ccc([C@H]2N[C@]3(CCCN(Cc4ccc(F)cc4)C3=O)[C@H]3C(=O)N(Cc4ccccc4)C(=O)[C@@H]23)cc1,2,0.4,0,/,1,-1,-2.1,-1,0.4,-2

Carrying on.
structure,STEP inh,MsrA inhibitor,eLon inh,Scp1 inh,SUMO1-SIM PPI,bovine MsrA act,LMPTP block,DNMT1 block,TbMetRS inhib,NRP1-CendR mod
COc1ccc(-c2ccc(C(=O)NCc3ccco3)c3occc23)c(C)c1,-1,1.6,2,/,1,-2,4.1,6,0.0,1
CC(O)CNC12CC3CC(CC(C3)C1)C2 (stereo not drawn),0,1.6,-4,-3,-1,-1,1.6,1,-0.4,8
Cc1ccc(C(=O)NC(C)c2ccc(-n3ccnc3)cc2)cc1S(=O)(=O)N1CCOCC1 (stereo not drawn),0,0.6,-6,-1,-67,1,22,-16,-0.5,17
N=C1/C(=C/c2ccc(-c3cccc(C(=O)O)c3)o2)C(=O)N=C2SC=C(c3ccccc3)N12,64*,1.9,-42,68*,46*,-3,89*,100*,1.7,-143
NC(=O)C1CCCN(C(=O)c2ccc3nc(Cc4cccc(Cl)c4)oc3c2)C1 (stereo not drawn),-1,-0.2,3,-1,2,-3,0.2,1,1.1,27*
Cc1ccc(S(=O)(=O)NCCC2(C(C)C)CCOC(C)(C)C2)cc1 (stereo not drawn),-8,0.7,-4,3,-3,-2,0.4,-1,-0.9,-8
COc1ccc(NC(=O)C(=O)NCCC2=CCCCC2)c(OC)c1,-1,-0.5,1,-10,1,0,-2.1,-1,0.0,-3
Cc1ccc(-n2ncc(Cl)c2C(=O)NCc2ccccc2)cc1,0,-0.5,8,-10,-19,-7,0.7,2,-0.5,-1
O=C(O)c1ccc(Nc2nc3ccc(Cl)cc3[nH]2)cc1,3,-0.7,-1,-4,12,-5,-0.9,-1,11*,-14
Cc1ccc(NC(=S)N2CCN(c3ccccn3)CC2)c(C)c1,1,-0.6,6,-4,2,-7,-2.5,1,-1.5,-7
O=[N+]([O-])c1ccc(Sc2nccn2Cc2ccccc2)cc1,2,0.5,-9,-3,-25,-1,-0.4,1,0.7,0
Cc1cccc(NC(=O)N2CCCCCC2)c1,0,-1.3,-10,-5,0,-2,1.5,2,0.2,1
COc1ccc(OC)c(CC(NC(C)=O)C(=O)NC2CCN(S(=O)(=O)c3ccc(NC(C)=O)cc3)CC2)c1 (stereo not drawn),1,0.5,2,-4,6,1,-0.5,-1,-0.1,7
CC(=O)c1nnn(-c2ccccc2C#N)c1C,-3,-0.5,-13,65*,-3,-3,-2.1,1,-0.4,-2
COc1ccc(/C(C)=N/NC2=NCCN2)cc1Cl,2,0.9,-5,-8,-1,1,0.5,3,-0.2,4
CCOc1ccc(C(=O)NCC(=O)N2CCCCCCC2)cc1OCC,-1,0.5,-8,-8,2,-3,-0.7,-4,-0.3,2
Cc1cc(C)n2nnnc2c1C#N,-4,0.2,2,-2,1,3,-2.8,-3,-0.1,4
Cc1nnc(NC(=O)C23CC4CC(C)(CC(C)(C4)C2)C3)s1,-3,0.0,-8,-5,4,-4,1.0,-3,-2.0,9
O=C(c1cccc(F)c1)N1CCN(c2cc(N3CCCCC3)c(F)cc2[N+](=O)[O-])CC1,1,1.3,-7,3,-11,0,0.8,-5,0.2,-27
COC(=O)c1sccc1NC(=O)CN(C)NS(=O)(=O)c1ccc(F)cc1,-9,1.4,-6,-2,-1,-4,-1.8,-6,-0.2,11
CCCS(=O)(=O)N1CCN=C1SCc1cccnc1,-2,0.2,5,-8,0,-12,-5.5,-1,-1.2,-5
COc1cc(NC(=O)c2ccc(F)cc2)c(OC)cc1NC(=O)CN1CCOCC1,-1,0.4,1,1,4,-11,1.3,-8,-0.7,4
COc1ccc(-c2nn(-c3ccccc3)cc2/C=N/O)cc1OC,-5,-0.4,-8,-7,5,-13,2.4,12,-2.1,-1
